Screening results from PubChem.
APJ antag: APJ receptor antagonism | P35414 | CHO-K1 APJ beta-arrestin complementation, luminescence | inhibition, % at 20 µM | 330,000 tested, 0.32% active;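 active = inhibition above about 40% at 20 µM, limit read from the data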;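 also: cells challenged with 10 nM apelin-13 agonist together with compound; plate controls were apelin-13 plus DMSO wells for no effect and DMSO wells lacking apelin-13 for full effect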
Target sequence (P35414 whole entry, looked up): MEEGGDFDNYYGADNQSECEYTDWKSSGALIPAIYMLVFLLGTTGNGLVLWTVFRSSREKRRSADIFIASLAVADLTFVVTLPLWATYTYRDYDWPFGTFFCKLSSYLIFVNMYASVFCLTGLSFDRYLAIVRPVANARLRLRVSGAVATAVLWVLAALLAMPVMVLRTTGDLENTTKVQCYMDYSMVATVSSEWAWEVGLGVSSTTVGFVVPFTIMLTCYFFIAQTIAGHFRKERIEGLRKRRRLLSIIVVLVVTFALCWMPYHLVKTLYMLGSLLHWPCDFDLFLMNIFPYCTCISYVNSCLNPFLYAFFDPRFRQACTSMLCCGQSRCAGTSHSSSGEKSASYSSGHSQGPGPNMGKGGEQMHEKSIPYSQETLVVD
tim23-1 inh: growth inhibitors of tim23-1 mutant yeast; S. cerevisiae tim23-1 growth, BacTiter-Glo luminescence, 24 h; inhibition, % at 20 µM; 330,000 tested, 1.3% active; AID 463212;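 active = growth inhibition of the mutant yeast at or above 50%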;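 also: temperature-sensitive mutant grown at 25 °C; plate controls were DMSO-treated mutant yeast for no effect and medium wells lacking yeast for full effect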
GRIN3A LBD mod: modulates the human NR3A ligand-binding domain | Tm shift relative to glycine control, % at 25 µM | NR3A LBD differential scanning fluorimetry, Tm shift; 0% = protein alone, 100% = glycine-bound protein | 340,000 tested, 2.5% active | AID 1259313;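 active = melting temperature shift of at least 10% of the positive control shift, at one fixed dose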
tim10-1 inh: inhibits growth of tim10-1 mutant yeast; 330,000 tested, 2.2% active; inhibition, % at 20 µM; AID 463190; S. cerevisiae tim10-1 ts strain growth, BacTiter-Glo, 24 h;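 active = inhibition of at least 40%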;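 also: mutant grown at 25 °C; 0% = DMSO wells with yeast and 100% = wells holding no yeast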
APJ ag: activates the human apelin receptor APJ | CHO-K1 APJ PathHunter beta-arrestin, luminescence; 0% DMSO wells, 100% apelin | activation, % at 20 µM | P35414 | 330,000 tested, 0.11% active;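 active = activation more than six SD over the plate average, tested at 20 µM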;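 also: 0% = DMSO alone and 100% = apelin-13 at 10 nM; some results filed as inactive read as strong as hits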
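Assay system: engineered CHO-K1 APJ arrestin reporter cells; Amount: 1000 CHO-K1 reporter cells seeded per well; Dosing: one dose, 20 µM compound, 1% DMSO; Times: compound stimulation 90 min at 25 °C, detection 60 min; Measured by: luminescent beta-gal fragment complementation, chemiluminescent substrate; Read-out: APJ–arrestin association signal; Controls: DMSO vs Apelin-13 10 nM.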
MIN6 prolif: inducers of beta-cell replication in MIN6 cells; MIN6 cells proliferation, ATPlite luminescence, 48 h; cells starved in 0.2% serum; 100% = growth in 10% serum; proliferation, % at 10 µM; 330,000 tested, 0.29% active;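 active = compounds whose signal lies at least 3.5 SD above the mean of all wells on their plate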;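 also: 0% = DMSO-treated cells in low-serum medium and 100% = 10% serum control; some compounds called inactive have numbers as strong as hits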
TIM10 inh: growth inhibitors of TIM10 yeast strain; inhibition, % at 10 µM; S. cerevisiae TIM10 strain growth, BacTiter-Glo luminescence, 24 h; 330,000 tested, 1.4% active;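 active = inhibition of 40% or more at the single tested concentration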;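 also: wild-type TIM10 isogenic control strain grown at permissive 25 °C; 0% = DMSO yeast wells and 100% = minimal medium wells without yeast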
MPTP block: inhibitors of mitochondrial permeability transition pore. isolated mouse mitochondria, Ca2+ swelling absorbance, 30 min. inhibition, % at 10 µM. 360,000 tested, 1.4% active. AID 602449;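 active = inhibition of 50% or more, scaled per plate between neutral and stimulator controls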;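 also: 0% = DMSO wells given calcium and 100% = 1 mM EGTA wells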
NALP3 yeast inh: blocks the NALP3 inflammasome reconstituted in yeast; Yeast reconstituted NLRP3/ASC/caspase-1, beta-gal luminescence, 24 h; AID 2825; inhibition, % at 10 µM; 330,000 tested, 0.39% active;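 active = inhibition of 50% or more; inactive = inhibition below 50%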;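 also: plate controls were induced DMSO wells for no effect and uninduced yeast grown without galactose for full effect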
Starred values were filed as active, the others as inactive; & = joins results of further samples.

Field names: A = APJ antag; B = tim23-1 inh; C = GRIN3A LBD mod; D = tim10-1 inh; E = APJ ag; F = MIN6 prolif; G = TIM10 inh; H = MPTP block; I = NALP3 yeast inh
Cc1cc(=O)n2c(-c3ccccc3C)n[nH]c2n1
  A: 1.3	B: 12.8	C: -0.4	D: 19.5	E: 0.1	F: -1.8	G: -0.4	H: -2.0	I: -1.2
CC1(C)CCC(C)(C)NC(=S)N1
  A: -7.5	B: -5.3	C: 0.5	D: 0.1	E: -0.9	F: 1.1	G: 9.3	H: -1.1&-0.5	I: 8.1
N/C(Cc1ccc([N+](=O)[O-])cc1)=N\OC(=O)C(c1ccccc1)c1ccccc1
  A: -27.8	B: 43.6	C: 0.2	D: 71.9*	E: 4.8	F: -4.2	G: 50.4*	H: 3.3	I: 14.6
CCOc1ccc(-n2c(N)c(C(=O)NCc3cccnc3)sc2=S)cc1
  A: 0.5	B: 3.8	C: -2.9	D: 8.8	E: -1.2	F: -0.8	G: -1.7	H: -1.1	I: 8.4
Nc1nc(N)nc(-c2cc(F)ccc2O)n1
  A: -4.4	B: 8.0	C: 0.2	D: 13.1	E: 0.2	F: 13.5*	G: 11.7	H: -0.6	I: 30.5
CC1=NN(C(N)=S)C(=O)C1N=Nc1ccc(Cl)cc1Cl (stereo not given)
  A: 21.9	B: 64.1*	C: 10.9*	D: 57.0*	E: -4.0	F: 0.0	G: 46.4*	H: 55.4*	I: 39.0
CC(C)(C)NC(=O)CSc1nnc(-c2c[nH]c3ccccc23)o1
  A: 6.8	B: 15.5	C: 6.2	D: 10.8	E: 0.4	F: 2.6	G: 8.0	H: 0.9	I: 29.2
NC(=O)CCS(=O)(=O)c1ccc(Cl)cc1
  A: -3.0	B: 11.9	C: 0.2	D: -2.5	E: -0.1	F: -0.9	G: -17.9	H: 0.6	I: 5.8
Cn1c(CSCc2ccc(F)cc2)nnc1SCC(=O)Nc1nccs1
  A: 0.0	B: -9.1	C: 2.0	D: 16.0	E: -1.7	F: -2.1	G: -0.4	H: 7.1	I: 6.3
Cc1cccc(C)c1NC1=NCCCCC1
  A: -0.4	B: 4.4	C: 0.7	D: 2.9	E: -1.1	F: -3.2	G: -3.8	H: -0.1	I: 8.7
CSCC(=O)N1CCCC(N2CCN(c3ccc(F)cc3)CC2)C1 (stereo not given)
  A: -7.8	B: -11.1	C: -1.5	D: -11.7	E: -2.5	F: 4.4	G: 0.3	H: 0.2	I: 14.8
O=C(CN1CCCC1)NN=C(c1ccccc1)c1ccccc1
  A: -3.2	B: 9.3	C: -0.8	D: -4.4	E: -2.2	F: 2.0	G: -10.9	H: -0.1	I: 12.4
Cc1ccc(NC(=O)COc2ncnc3c(Cl)cc(Cl)cc23)cc1[N+](=O)[O-]
  A: -23.7	B: -0.1	C: 1.0	D: 8.9	E: -3.7	F: 0.0	G: -18.2	H: -1.4	I: 30.1
C/C(=N/NC(=O)c1ccc(C)s1)c1cccc(NC(=O)COc2ccc(Cl)cc2C)c1
  A: 19.1	B: 1.7	C: 6.3	D: 0.6	E: 2.4	F: -3.6	G: 2.5	H: 5.2	I: 5.8
Cc1csc2nc(CNC(=O)C3CC=CCC3C(=O)O)cn12 (stereo not given)
  A: 0.2	B: -3.1	C: -4.8	D: -5.5	E: 0.2	F: 1.5	G: 2.0	H: -1.5	I: 2.0
CNC(=O)c1cc2ccc(OC)cc2oc1=O
  A: 12.9	B: 12.3	C: -0.8	D: 3.6	E: 0.4	F: -2.0	G: -0.1	H: -2.3	I: 21.0
Cc1ccc(S(=O)(=O)N2CC(=NO)C2)cc1
  A: -5.9	B: -6.4	C: -0.3	D: 16.4	E: 2.1	F: -2.0	G: -15.7	H: -0.1	I: -8.6
Cc1ccc2c(c1)[C@H]1[C@H](CO2)[C@H](c2ccccc2)[C@]2(C)C(=O)N(Cc3ccco3)CC(=O)N12
  A: -3.6	B: 26.5	C: 1.6	D: 18.0	E: -1.3	F: 0.4	G: 10.9	H: -2.8	I: 1.2
COc1cccc(/C=N/N=C(\N)c2nonc2N)c1O
  A: 15.6	B: -15.8	C: -2.0	D: 7.9	E: -4.3	F: 0.4	G: 6.1	H: 0.6	I: 8.0
COc1ccc(OC)c(S(=O)(=O)NCc2csc(-c3ccccc3)n2)c1
  A: 18.4	B: 29.0	C: -1.1	D: 29.1	E: 3.5	F: -1.5	G: 23.1	H: 1.2	I: 27.1
COC(=O)CN(Cc1ccccc1)S(=O)(=O)c1ccc(OC)c(OC)c1
  A: 12.9	B: 19.5	C: 2.3	D: 25.5	E: -1.1	F: -2.3	G: 19.9	H: -0.6	I: -3.2
O=S(=O)(c1ccccc1)N1CCN(c2nnc(-c3ccccc3)c3ccccc23)CC1
  A: 5.1	B: 19.7	C: 0.9	D: 19.4	E: -0.5	F: -0.9	G: 33.5	H: 6.0	I: 5.9
O=C(O)c1ccc(NS(=O)(=O)c2cccc3nsnc23)cc1
  A: -14.7	B: 12.9	C: -0.4	D: 0.3	E: 2.5	F: -0.1	G: -5.8	H: -0.4	I: 22.2
CCCC(C)NC(=O)COc1ccc(S(=O)(=O)N2CCCC2)cc1 (stereo not given)
  A: 1.2	B: 10.7	C: -3.2	D: -3.6	E: -1.7	F: -1.5	G: -0.6	H: -0.5	I: 4.2
Cc1cc(C(=O)CN2CCCC(C)C2)c(C)n1-c1ccc(F)cc1 (stereo not given)
  A: -11.1	B: 13.0	C: -1.0	D: 9.9	E: 0.4	F: 0.0	G: -14.0	H: 0.0	I: 18.5
O=C(Nc1cccc(CNCCc2c[nH]c3ccccc23)c1)c1ccccc1Cl
  A: 26.8	B: 37.1	C: -2.7	D: 9.9	E: -1.8	F: -6.5	G: 15.9	H: 1.0	I: 7.5
O=C(CNC(=O)c1ccc(Br)o1)NCC1CCCO1 (stereo not given)
  A: 9.0	B: -7.0	C: 3.8	D: -15.1	E: -2.1	F: 0.4	G: 6.2	H: 0.5	I: 13.8
Clc1ccc(OCc2nn3c(-c4ccccc4)nnc3s2)c(Cl)c1
  A: -10.2	B: 7.0	C: 0.7	D: 20.7	E: -2.2	F: 2.7	G: 8.7	H: 1.5	I: -12.3
COc1ccc(C(=O)NCC(=O)OC2CCCCC2=O)cc1 (stereo not given)
  A: -3.6	B: -28.6	C: 0.1	D: -6.2	E: -2.3	F: 0.5	G: 7.4	H: -1.0	I: 14.3

Part of the list above in order of molecular weight, descending.
Field names: A = APJ antag; B = tim23-1 inh; C = GRIN3A LBD mod; D = tim10-1 inh; E = APJ ag; F = MIN6 prolif; G = TIM10 inh; H = MPTP block; I = NALP3 yeast inh
O=S(=O)(c1ccccc1)N1CCN(c2nnc(-c3ccccc3)c3ccccc23)CC1
  A: 5.1	B: 19.7	C: 0.9	D: 19.4	E: -0.5	F: -0.9	G: 33.5	H: 6.0	I: 5.9
O=C(Nc1cccc(CNCCc2c[nH]c3ccccc23)c1)c1ccccc1Cl
  A: 26.8	B: 37.1	C: -2.7	D: 9.9	E: -1.8	F: -6.5	G: 15.9	H: 1.0	I: 7.5
Clc1ccc(OCc2nn3c(-c4ccccc4)nnc3s2)c(Cl)c1
  A: -10.2	B: 7.0	C: 0.7	D: 20.7	E: -2.2	F: 2.7	G: 8.7	H: 1.5	I: -12.3
O=C(O)c1ccc(NS(=O)(=O)c2cccc3nsnc23)cc1
  A: -14.7	B: 12.9	C: -0.4	D: 0.3	E: 2.5	F: -0.1	G: -5.8	H: -0.4	I: 22.2
COc1ccc(C(=O)NCC(=O)OC2CCCCC2=O)cc1 (stereo not given)
  A: -3.6	B: -28.6	C: 0.1	D: -6.2	E: -2.3	F: 0.5	G: 7.4	H: -1.0	I: 14.3
